BoNT F protease: BoNT/F light chain protease inhibitors, primary screen, biochemical, flow cytometry, MLPCN library | inhibition, % at 10 µM | 360,000 tested, 0.22% active | Botulinum neurotoxin type F light chain protease (Clostridium botulinum) | AID 588497, 2011 | Multiplex microsphere protease cleavage assay; in the data active = inhibition above about 35%, passing the limit was not always enough; inconclusive = no clear call, values can overlap the other calls; note: plate controls were buffer without enzyme for full effect and enzyme alone for no effect
BioA inh: M. tuberculosis BioA enzyme inhibitors, primary screen, biochemical, plate reader, single point, HTS. purified M. tuberculosis BioA enzyme. inhibition, % at 9.99 µM. 360,000 tested, 0.096% active. AID 602481, 2012; in the data active = inhibition above about 40%; inconclusive = no clear call, values can overlap the other calls
GDH-TPI inh: GDH-TPI coupling enzyme inhibitors, primary screen, artefact control for M. tuberculosis FBA inhibitor project, biochemical, absorbance, full deck | inhibition, % at 4.8 µM | 360,000 tested, 1.2% active | GDH-TPI coupled enzyme counterscreen, NADH absorbance | AID 588335, 2011; in the data active = inhibition above about 30%;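 note: 0% = DMSO wells and 100% = wells lacking the enzyme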
Rv3671c protease: Rv3671c serine protease inhibitors, primary screen, biochemical, fluorescence polarization, M. tuberculosis H37Rv | P9WHR9 | inhibition, % at 5.96 µM | 320,000 tested, 0.048% active | AID 2606, 2010; in the data active = inhibition above about 38%;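 note: extracellular domain of Rv3671c used as enzyme; 0% = enzyme with DMSO and 100% = no enzyme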
Target sequence (P9WHR9 whole entry, looked up, the tested form may be a part): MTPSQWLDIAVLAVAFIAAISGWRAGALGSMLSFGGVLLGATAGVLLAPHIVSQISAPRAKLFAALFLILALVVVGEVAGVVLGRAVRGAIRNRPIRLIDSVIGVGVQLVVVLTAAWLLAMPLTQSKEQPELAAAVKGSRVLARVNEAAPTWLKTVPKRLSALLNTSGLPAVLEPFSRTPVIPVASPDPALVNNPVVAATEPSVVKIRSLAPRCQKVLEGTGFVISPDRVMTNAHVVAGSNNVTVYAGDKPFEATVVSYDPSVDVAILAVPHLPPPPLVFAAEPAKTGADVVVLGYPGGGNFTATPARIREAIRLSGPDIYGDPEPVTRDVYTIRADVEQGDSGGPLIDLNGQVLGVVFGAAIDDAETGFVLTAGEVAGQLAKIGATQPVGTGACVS
FadD28 binding: inhibitors of FadD28 bisubstrate probe binding, primary screen, biochemical, fluorescence polarization, single point | 360,000 tested, 0.22% active | Mycobacterium tuberculosis FadD28 fatty-acid-AMP ligase | AID 588549, 2011 | inhibition, % at 12.5 µM; in the data active = inhibition above about 8.5%, passing the limit was not always enough; inconclusive = no clear call, values can overlap the other calls
UGM FP inh: M. tuberculosis UGM enzyme inhibitors, primary screen, biochemical, fluorescence polarization, single point; purified UGM, fluorescence polarization probe displacement; inhibition, % at 10 µM; 320,000 tested, 0.06% active; AID 504406, 2011; in the data active = inhibition above about 10%, passing the limit was not always enough; inconclusive = no clear call, values can overlap the other calls
Target sequence (P9WIQ1 whole entry, looked up): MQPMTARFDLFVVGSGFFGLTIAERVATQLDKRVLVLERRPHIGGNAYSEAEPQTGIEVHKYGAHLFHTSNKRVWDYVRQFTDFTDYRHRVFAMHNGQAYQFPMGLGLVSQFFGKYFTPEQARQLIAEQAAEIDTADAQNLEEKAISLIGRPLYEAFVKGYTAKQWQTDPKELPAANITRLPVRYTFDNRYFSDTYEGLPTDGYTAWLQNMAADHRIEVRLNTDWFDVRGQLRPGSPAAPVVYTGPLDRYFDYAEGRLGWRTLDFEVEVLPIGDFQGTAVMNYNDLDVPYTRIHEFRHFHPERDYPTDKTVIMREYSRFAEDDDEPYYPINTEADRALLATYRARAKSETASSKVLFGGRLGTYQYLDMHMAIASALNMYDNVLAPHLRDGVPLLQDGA
PrPC TRFRET: inhibitors of human cell surface prion protein PrPC, primary screen, cell-based, TR-FRET | Major prion protein (Homo sapiens), P04156 | TR-FRET read-out | inhibition, % at 13.8 µM | 370,000 tested, 0.43% active | AID 720596, 2013; in the data active = inhibition above about 24%; note: 0% = median of the test wells and 100% = reference compound wells
MazEF act: activators of E. coli MazEF toxin-antitoxin RNase, primary screen, biochemical, fluorescence, uHTS; FAM/BHQ RNA-DNA oligo cleavage fluorescence, 5 h; activation, % at 20 µM; 350,000 tested, 0.32% active; in the data active = activation above about 50%
Target sequence (P0AE70 whole entry, looked up): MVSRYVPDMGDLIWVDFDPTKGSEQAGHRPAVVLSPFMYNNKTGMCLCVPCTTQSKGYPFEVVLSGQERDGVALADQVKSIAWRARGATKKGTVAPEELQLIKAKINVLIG
FBA Mtb inh: Mtb FBA enzyme inhibitors, primary screen, biochemical, fluorescence, strain H37Rv; 360,000 tested, 2.3% active; inhibition, % at 1 µM; purified M. tuberculosis FBA, fluorescence read-out; in the data active = inhibition above about 27%;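 note: 0% = vehicle and 100% = reference inhibitor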
An asterisk follows results filed as active; u = inconclusive; x = no result given; & = joins results of further samples.

Below each compound – BoNT F protease | BioA inh | GDH-TPI inh | Rv3671c protease | FadD28 binding | UGM FP inh | PrPC TRFRET | MazEF act | FBA Mtb inh
> CNC(=S)Nc1ccc(C(N)=O)cc1
 : 2 | 0.2 | 0 | 4 | -3.5 | -1.7 | 0 | 3 | 2
> COC(=O)c1cc(NS(=O)(=O)c2ccc(C(C)C)cc2)ccc1N1CCOCC1
 : u | x | 13 | -4 | -2.5 | -1.8 | 1 | -4 | 0
> O=C(O)C1CCCN1C1=NS(=O)(=O)c2ccccc21 (stereo unspecified)
 : -22 | -0.3 | -5 | 0 | -4.3 | 2.2 | 5 | 8 | -2
> CC(C)(C)NC(=O)Cn1c(SCC(=O)NC2CC2)nc2ccccc21
 : 3 | 4.3 | -14 | 2 | -2.7 | 0.9 | -7 | 4 | -2
> Cn1nc(C(=O)OCC(=O)Nc2ccccc2[N+](=O)[O-])c2ccccc2c1=O
 : 1 | -2.7 | -1 | -7 | -0.1 | -1.7 | 1 | 3 | 0
> C[C@@H](CO)NC(=O)c1ccc2c3n(nc2c1)-c1ccc(Cl)cc1CO3
 : 7 | 1.0 | 4 | -7 | -3.1 | 2.3 | -16 | 17 | 5
> CC(C)(CNS(C)(=O)=O)SCc1ccc(Cl)cc1
 : 1 | x | -1 | 9 | -0.6 | 1.2 | 3 | -12 | 4
> Cc1cc(C)c2c(N)c(C(=O)Nc3ccccc3Br)sc2n1
 : u | 3.8 | 11 | -5 | -2.2 | 4.1 | 8 | 12 | 42*
> COc1cc2c(c(OC)c1OC)CC(=O)N(C)CC2
 : 0 | 4.9 | 8 | -7 | -0.9 | -0.1 | -5 | 9 | 1
> CC1CCc2c(C(=O)OCC(=O)Nc3cccc(S(=O)(=O)N4CCCCCC4)c3)csc2C1 (stereo unspecified)
 : -2 | x | 7 | -124 | 0.2 | 1.1 | 7 | -6 | 1
> COc1ccc(CCNCc2ccsc2)cc1OC
 : -5 | 0.1 | -13 | 5 | -2.1 | -0.4 | -12 | 7 | 0
> Cc1nnc(N(C)C(=O)c2cccnc2)s1
 : -5 | -1.7 | 12 | 3 | -0.7 | -5.7 | 0 | -4 | -6
> COc1ccccc1NC(=O)Nc1nc(CC(=O)Nc2ccc(OC)c(OC)c2)cs1
 : 0 | -1.3 | 13 | 8 | -3.5 | -1.8 | 0 | 8 | 4
> CCN1C(=O)C(CC(=O)Nc2ccc(Br)cc2)N(CCCc2ccccc2)C1=S (stereo unspecified)
 : -1 | -0.3 | -4 | -68 | -5.9 | 1.5 | 1 | -1 | 1
> O=C(C1=C[C@H](C2CC2)C[C@H](OCc2ccc(CO)cc2)O1)N1CCOCC1
 : 2 | 1.1&-0.8 | 6 | 0 | -1.1 | 4.2 | 4 | 9 | 3
> CCOc1ccccc1CNC(=O)c1ccc2nc(N3CCOCC3)sc2c1
 : -3 | 0.2 | -9 | -2 | -2.6 | 1.2 | 3 | 11 | 1
> CC(C(=O)NCc1ccco1)n1cc(C(=O)c2ccco2)c2ccccc21 (stereo unspecified)
 : -5 | 0.7 | 14 | -6 | -1.4 | 0.8 | -1 | -1 | 0
> Cc1ccc(Nc2ncccc2C(=O)NCc2cccs2)c(C)c1
 : -10 | -1.3 | 2 | 7 | -7.4 | -6.7 | 5 | 5 | -1
> COc1cc(/C=C(\C#N)c2nc3ccccc3o2)ccc1O
 : 1 | -13 | 6 | 1 | 5.3 | -29 | 1 | -354 | -40
> COc1ccc(C(CC(=O)c2ccccc2)CC(=O)c2ccccc2)cc1OC
 : -3 | x | -4 | 4 | 0.4 | 1.0 | -1 | -4 | -1

Among those listed so far, two have bromine.
Below each compound – BoNT F protease | BioA inh | GDH-TPI inh | Rv3671c protease | FadD28 binding | UGM FP inh | PrPC TRFRET | MazEF act | FBA Mtb inh
> Cc1cc(C)c2c(N)c(C(=O)Nc3ccccc3Br)sc2n1
 : u | 3.8 | 11 | -5 | -2.2 | 4.1 | 8 | 12 | 42*
> CCN1C(=O)C(CC(=O)Nc2ccc(Br)cc2)N(CCCc2ccccc2)C1=S (stereo unspecified)
 : -1 | -0.3 | -4 | -68 | -5.9 | 1.5 | 1 | -1 | 1

Back to the main list, starting 4 compounds before the break.
Below each compound – BoNT F protease | BioA inh | GDH-TPI inh | Rv3671c protease | FadD28 binding | UGM FP inh | PrPC TRFRET | MazEF act | FBA Mtb inh
> CC(C(=O)NCc1ccco1)n1cc(C(=O)c2ccco2)c2ccccc21 (stereo unspecified)
 : -5 | 0.7 | 14 | -6 | -1.4 | 0.8 | -1 | -1 | 0
> Cc1ccc(Nc2ncccc2C(=O)NCc2cccs2)c(C)c1
 : -10 | -1.3 | 2 | 7 | -7.4 | -6.7 | 5 | 5 | -1
> COc1cc(/C=C(\C#N)c2nc3ccccc3o2)ccc1O
 : 1 | -13 | 6 | 1 | 5.3 | -29 | 1 | -354 | -40
> COc1ccc(C(CC(=O)c2ccccc2)CC(=O)c2ccccc2)cc1OC
 : -3 | x | -4 | 4 | 0.4 | 1.0 | -1 | -4 | -1
> COc1ccc(C)cc1NC(=O)CCNS(=O)(=O)c1ccc2c(c1)CCC(=O)N2
 : 0 | 0.1 | 1 | -1 | -1.8 | 0.3 | 6 | 0 | 2
> O=C(CNC(=O)c1ccccc1)Oc1cccc(Cl)c1
 : -7 | -1.4 | -1 | -3 | -0.9 | -3.2 | -1 | -4 | -1
> O=C(O)c1cccc2c1C(=O)c1ccccc1-2
 : x | x | 11 | 4 | -0.9 | 3.3 | -4 | 3 | -1
> CCOC(=O)C1C(=O)NC(C)C1c1ccccc1 (stereo unspecified)
 : -3 | 0.1 | 5 | -7 | -4.2 | -0.9 | -4 | 4 | -5
> CCCCOC(=O)c1ccc(O)cc1
 : -22 | -1.6 | 7 | -17 | -2.5 | 0.1 | -7 | 9 | 0
> O=C(/C=C/c1ccccc1)NCCSc1ccc(Cl)cc1
 : 1 | -2.8 | 5 | -6 | -2.0 | 0.1 | -6 | -3 | 0
> COc1cc(NS(=O)(=O)c2c(C(=O)N3CCOCC3)c(C)n(C)c2C)cc(OC)c1OC
 : 7 | -1.2 | 8 | 4 | -1.4 | -1.0 | -2 | 6 | 0
> O=C1C2CCCN2C(c2cccc(F)c2)N1c1cccc(Cl)c1 (stereo unspecified)
 : 2 | 0.4 | -1 | -6 | 0.2 | 1.6 | 8 | 9 | 2
> CCOCCCN(C)C1CCN(C(=O)c2oc3ccccc3c2NC(=O)COc2ccc(F)cc2)CC1
 : -12 | -1.7 | 11 | 4 | -1.2 | 0.3 | -17 | 8 | 0
> COc1ccc(N2CCN(C(CNC(=O)C3CCCCC3)c3ccco3)CC2)cc1 (stereo unspecified)
 : -9 | 0.2 | 4 | 0 | -0.8 | 0.1 | -1 | 3 | 1
> O=[N+]([O-])c1ccc2c(c1)CO[C@@]21O[C@H](CCO)C[C@H](O)[C@H]1O
 : 4 | -1.2 | x | x | -2.0 | x | 0 | x | 3
> Cc1ccc(NC(=O)CCCn2nc(C)c3c(C)n(-c4ccccc4)nc3c2=O)cc1C
 : -2 | -1.8 | 6 | 0 | -0.8 | 2.2 | 5 | 17 | 2
> CN1C(=O)C2(N=c3ccccc3=N2)c2ccccc21
 : -5 | x | 19 | -1 | 0.8 | -2.8 | x | 8 | 30*
> CCOC(=O)C1=C(C)OC(N)=C(C(=O)OC)C12C(=O)Nc1ccc(Br)cc12 (stereo unspecified)
 : 0 | -0.9 | 7 | 4 | -0.4 | 3.0 | -5 | 8 | 2
> Cc1nc2ccccc2c(=O)n1NC(=O)C1CCC(C(C)(C)C)CC1 (stereo unspecified)
 : -3 | x | 3 | 7 | 3.1 | -0.2 | 11 | 11 | 3
> Cc1ccc(CCNCc2c(C(=O)O)c(C)n(-c3ccccc3)c2C)cc1
 : -12 | -0.4 | -3 | x | x | x | 0 | 4 | -1
> CCCCN1CC(N2CCCCC2)CS1(=O)=O (stereo unspecified)
 : 0 | -0.9 | x | x | -3.1 | x | 7 | x | 0
> O=C(O)C1CCN(S(=O)(=O)c2cccc3nonc23)CC1
 : 3 | x | 8 | 0 | -1.1 | -4.9 | -25 | 11 | 1
> CC(C)CNC(=S)NC1CC2CCCC(C1)N2C1CCCCC1 (stereo unspecified)
 : -4 | x | 3 | 7 | -0.6 | -3.1 | -3 | -1 | -2
> Cc1cc(C)c(C)c(Oc2ncnc(N)c2[N+](=O)[O-])c1
 : -6 | x | 5 | -4 | -0.5 | -3.5 | -8 | 2 | -4
> COc1ccc(-n2c(=S)[nH]c3c(oc4ccccc43)c2=O)cc1
 : 2 | -1.3 | 9 | -9 | -1.8 | 1.4 | 9 | 6 | 5
> CCOC(=O)[C@@H]1[C@H]2COc3cc(OC)ccc3[C@H]2N2C(=O)N(c3ccccc3)C(=O)[C@]12C
 : 1 | 2.5 | 4 | 1 | -3.2 | -1.3 | -1 | 0 | 1
> CCN(CC)C(=O)C1=C(C)N(Cc2ccccc2)C(=O)C(CC(=O)NCCCN(C)C)C1 (stereo unspecified)
 : -9 | 0.1 | 13 | x | -1.9 | x | -5 | 8 | 2
> CCCC(=O)N(c1ccc(OC)cc1)C1C=CS(=O)(=O)C1 (stereo unspecified)
 : -5 | -0.9 | 0 | 3 | 0.0 | 0.5 | 3 | 1 | 1
> CC(=O)NC(O)C(=O)c1ccco1 (stereo unspecified)
 : 2 | -1.6 | 9 | 6 | -1.1 | 0.0 | -2 | 6 | -2
> COc1ccc(Nc2nc(N3CCCC3)nc(N3CCOCC3)n2)cc1
 : 2 | 0.8 | 3 | -1 | 0.8 | 1.9 | -7 | 1 | 3
> CC1CN(S(=O)(=O)c2ccc(C(=O)NC3CCCCC3)cc2)CC(C)O1 (stereo unspecified)
 : -6 | 2.2 | -3 | -5 | -3.7 | -3.2 | 5 | 7 | -2
> CCCC(=NCc1ccccc1)C1=C(O)C(C(=O)OC)C(C)(C)CC1=O (stereo unspecified)
 : -3 | 6.2 | 3 | 2 | -3.4 | -1.3 | 0 | 0 | -2
> CC1CCCC(NC(=O)CCNS(=O)(=O)c2ccc(Br)cc2)C1C (stereo unspecified)
 : -5 | x | -2 | 2 | -2.9 | -1.6 | -14 | -18 | -3
> CCCNC(=O)c1ccc(N2CCC3(CC2)CC(c2ccc(Cl)cc2)=NO3)c([N+](=O)[O-])c1
 : 2 | -1.8 | 0 | -2 | 1.7 | 0.1 | -6 | 7 | 0
> CC(C)CCNC(=O)c1onc(CSc2ccccn2)c1C(=O)NCCC(C)C
 : -11 | 0.8 | -1 | -9 | -4.8 | 3.5 | 8 | 1 | -2
> CC(C)[C@H](Nc1ccc(S(=O)(=O)N2CCOCC2)cc1[N+](=O)[O-])C(=O)OCC(N)=O
 : 6 | -0.2 | -7 | -1 | -0.2 | 0.7 | -20 | -2 | -3
> CCCCN1C(=O)C(CC(=O)NC2CCCC2)CC(C(=O)N2CCOCC2)=C1C (stereo unspecified)
 : 2 | -2.6 | 3 | x | -3.1 | x | 0 | 2 | -1
> Cc1cn2c(=O)c(C(=O)N3CCN(c4ccccc4F)CC3)cnc2s1
 : 5 | -1.3 | 20 | 3 | -0.8 | 2.2 | -2 | -11 | 1
> Cc1c(N(C)C(=O)c2ccco2)c(=O)n(-c2ccccc2)n1C
 : -5 | 1.4 | 2 | 0 | -1.3 | -4.6 | 1 | 0 | 2
> O=C(COC(=O)CCS(=O)(=O)c1ccc(Cl)cc1)NCCc1ccc(Cl)cc1Cl
 : -2 | x | 7 | -19 | -1.2 | -0.3 | -7 | -2 | 5
> COc1ccc(CC(=O)Cc2ccc(OC)c(OC)c2)cc1OC
 : 1 | 4.3 | 0 | x | -1.2 | x | -8 | 2 | -2
> CNc1c([N+](=O)[O-])ncn1C
 : -1 | 0.3 | 5 | 9 | -1.9 | 1.1 | -3 | 10 | 1
> O=C(CSc1nncc(=O)[nH]1)Nc1cccc([N+](=O)[O-])c1
 : -2 | -1.1 | -3 | -3 | -3.8 | 2.3 | -7 | -3 | -2
> CCN1C(=O)C2C(c3ccc(O)c(OC)c3)NC(C)(C(=O)OC)C2C1=O (stereo unspecified)
 : 18 | x | 13 | 6 | -0.6 | -0.7 | -3 | 6 | 2

Rows were taken by chance; any-hit rate near 4.8%.
